Source: PubChem BioAssay
M18AAP inhibitor = blocks P. falciparum M18 aspartyl aminopeptidase. recombinant PfM18AAP, H-Glu-NHMec fluorogenic cleavage. inhibition, % at 7.35 µM. actives 1.2% (n = 290,000). AID 1822;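 active means inhibition above the campaign mean inhibition over all tested compounds plus 3 SD, cut at about 28% in these data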;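 further: 0% = plate median of test compound wells and 100% = 2 mM ZnCl2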
IDE act = IDE (human) activation, cell-based. HEK cells, FAbeta-B cleavage, fluorescence polarization; 0% vehicle, 100% cell-free pure enzyme wells. AID 493087. actives 0.073% (n = 340,000). activation, % at 5.96 µM;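 active means activation above the mean of all tested compounds plus 3 SD, set per screening campaign, cut at about 17% in these data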
VIM-2 inh = inhibitors of Pseudomonas aeruginosa VIM-2 metallo-beta-lactamase | purified VIM-2, nitrocefin hydrolysis, epi-absorbance fluorescence | inhibition, % at 5.6 µM | actives 0.89% (n = 290,000);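 active means inhibition above the mean of all tested compounds plus 3 SD, cutoff set per screening run, cut at about 7.5% in these data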;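 further: red hydrolysis product quenches plate fluorescence so inhibitors raise well fluorescence; 0% = enzyme with DMSO and 100% = DMSO without enzyme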
p-CIP stab down = compounds decreasing mouse p/CIP protein stability; Q05BA5; decrease of EGFP signal, % at 10 µM; actives 0.01% (n = 290,000); F442A p/CIP-EGFP cells, EGFP fluorescence, 16 h;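 active means EGFP signal decrease of at least 30% at 10 µM or well 3 SD below plate mean, unless failing retest; inactive means the rest, including hits failing retest or dose response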; further: some compounds called inactive have numbers as strong as hits; many of its hits are not listed in these tables
IDE cell inh = inhibits human insulin-degrading enzyme in HEK cells; actives 0.41% (n = 320,000); FAbetaB cleavage, fluorescence polarization; AID 434962; inhibition, % at 5.59 µM; P14735;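 active means percent inhibition above the average of all tested compounds plus 3 SD, set per screening campaign, cut at about 16% in these data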;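 further: IDE supplied by intact live HEK cells; FP after avidin binding of uncleaved biotin substrate so inhibition keeps polarization high; 0% = DMSO wells and 100% = 60 µM reference IDE inhibitor Ii1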
SUMO HTRF inh = blocks human SUMOylation mediated by UBC9 | actives 0.36% (n = 290,000) | AID 2006 | P63279 | inhibition, % at 35 µM | HTRF SUMOylation assay, SAE1/SAE2 + UBC9, in vitro; in the data active means inhibition above about 50%, passing the limit was not always enough; further: strong numbers were not always called active
Target sequence (P63279 whole entry, looked up): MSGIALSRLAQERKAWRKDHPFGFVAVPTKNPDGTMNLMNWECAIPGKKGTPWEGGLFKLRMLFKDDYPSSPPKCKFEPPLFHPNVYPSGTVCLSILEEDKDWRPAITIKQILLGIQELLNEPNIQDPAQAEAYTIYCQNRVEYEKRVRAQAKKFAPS
FID counter = fluorescent intercalator displacement, NS3 helicase counter-screen; DNA fluorescent intercalator displacement, fluorescence; inhibition, % at 7.9 µM; actives 0.17% (n = 290,000); AID 1845; in the data active means inhibition above about 37%;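 further: 0% = vehicle and 100% = reference compound; higher means more ethidium bromide displaced from hairpin DNA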
IMP-1 inhibitor = blocks Pseudomonas aeruginosa IMP-1 metallo-beta-lactamase | purified IMP-1, nitrocefin hydrolysis, epi-absorbance fluorescence | actives 0.45% (n = 290,000) | AID 1556 | inhibition, % at 5.6 µM;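 active means inhibition above the mean plus 3 SD of all compounds in the same screening run, cut at about 4.5% in these data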;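 further: 0% = IMP-1 with DMSO and 100% = DMSO wells lacking enzyme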
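Assay system: purified IMP-1; Quantity: IMP-1 0.2 nM before substrate addition; Medium: HEPES buffer pH 7.1 with ZnSO4 and Brij 35; Incubation: 15 min enzyme–compound preincubation, then 25 min nitrocefin reaction, 25 °C; Signal: fluorescence quenching readout, ex 480/em 530 nm; Controls: DMSO with and without IMP-1; Repeats: singlicate testing.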
HCV NS3 hel inh = HCV NS3 helicase inhibition; NS3 helicase DNA unwinding, Cy5 molecular beacon fluorescence; inhibition, % at 10.9 µM; actives 0.56% (n = 290,000); AID 1800;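 active means inhibition above the mean of all tested compounds plus 3 SD, set per campaign, cut at about 35% in these data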;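 further: 0% = DMSO wells and 100% = thioflavine S control wells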
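System: NS3 helicase fragment of HCV / Schedule: 1 h at 25 °C / Control set: DMSO alone as 0% and 110 µM thioflavine S as 100% / Reagent: Cy5/quencher beacon DNA duplex and ATP to start / Technique: Cy5 fluorescence / Replication: singlicate / Evaluation: % inhibition of end-to-start signal ratio versus controls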
* = called active by the depositor; / = not tested or not shown.

Values in the order – M18AAP inhibitor	IDE act	VIM-2 inh	p-CIP stab down	IDE cell inh	SUMO HTRF inh	FID counter	IMP-1 inhibitor	HCV NS3 hel inh
> CCCCNC(=S)N(C)N=C1CCC(c2ccccc2)CC1 (configuration not stated)
  -18	3	-1.0	-4	1	-11	-13	-1.1	-14
> CCOc1ccc(CC(=O)C2=C(N3CCOCC3)CC(C)(C)CC2=O)cc1OCC
  1	1	-1.9	-1	-2	2	-9	-0.5	8
> S=C1SCN(Cc2cccnc2)CN1Cc1ccccc1
  15	-3	-1.5	0	3	-17	7	0.1	5
> O=[N+]([O-])c1ccc2cn[nH]c2c1
  3	7	-3.0	3	5	-5	-1	-0.2	-6
> CCCc1cc(=O)n2[nH]c(NCc3cccs3)nc2n1
  -2	0	-2.3	-6	2	-2	2	-2.4	3
> C=CCn1c(CCC(=O)Nc2ccc(C)c(Cl)c2)nnc1SCC(=O)Nc1ccccc1C
  -12	-1	-1.0	0	-1	-4	-4	-0.1	-10
> Cc1c(NC(=O)CN2c3cccc4cccc(c34)S2(=O)=O)c(=O)n(-c2ccccc2)n1C
  5	9	-0.4	4	0	20	-2	-2.5	-3
> COc1ccc(-n2c(CCc3ccccc3)nnc2SCC(=O)NCc2ccccc2)cc1
  6	-2	-1.6	-12	3	2	-36	0.6	-2
> Cc1ccc(C(=O)NC(=S)Nc2ccccc2C(F)(F)F)cc1C
  23	5	-3.5	-2	2	6	-9	-0.1	-4
> CN1C(=O)/C(=N/OC(=O)c2ccccc2Br)c2ccccc21
  2	3	-1.4	1	-3	13	7	-0.5	-9
> CC(=O)CC(=O)Nc1ccc(C(N)=O)cc1
  -5	2	-3.3	7	12	-2	-2	-4.2	-7
> C=CCN1C(=O)C(Cc2ccccc2Cl)SC1=Nc1ccc(C(=O)O)cc1 (configuration not stated)
  -18	-3	0.5	-15	0	22	-36	-1.2	21
> C[C@H](NC(=O)NCc1ccc(F)cc1)C(=O)O
  3	2	-2.0	0	9	-9	4	-2.4	2
> CN(c1cccc(NC(=O)c2ccc(C(C)(C)C)cc2)c1)S(C)(=O)=O
  -5	4	0.2	4	-2	-9	-26	0.5	-8
> COc1ccccc1CNC(=O)N/C=C/c1ccc(Cl)cc1
  10	4	0.4	0	-3	8	2	-1.3	-6
> Cc1ccccc1C(=O)Nc1ccccc1Sc1ccccc1
  -11	3	-2.2	-17	3	-4	-14	-2.0	-13
> O=C(c1ccc(S(=O)(=O)Nc2ccc(F)cc2)cc1)N1CCN(C(=O)c2ccco2)CC1
  2	-1	-5.3	-23	-2	19	-21	-2.9	0
> COc1ccc(CCN2CCCC(CN(C)C(=O)c3cc(C)oc3C)C2)cc1 (configuration not stated)
  3	-2	0.0	1	3	2	3	-1.6	-9
> CC(C)(C)c1ccc(C(=O)NCC(=O)OCC(=O)Nc2ccccc2[N+](=O)[O-])cc1
  6	3	-3.7	-34	6	9	-13	-3.7	4
> COc1cc(/C=C(\C#N)C(=O)NCC2CCCO2)ccc1OCC(N)=O (configuration not stated)
  -9	-3	0.0	-8	6	26	4	-0.6	-9
> Nc1nc(SCC(=O)Nc2ccc(C(F)(F)F)cc2)[nH]c(=O)c1NC(=O)c1ccc(F)c(F)c1
  0	-2	-1.4	0	1	20	-2	-1.4	4
> CS(=O)(=O)N1Cc2ccccc2CC1C(=O)OCC(=O)Nc1ccc2ccccc2c1 (configuration not stated)
  -10	0	-3.8	-6	6	-2	-9	-2.1	-5
> COc1cccc(C2C(C#N)=C(N)N(c3ncn[nH]3)C3=C2C(=O)CCC3)c1 (configuration not stated)
  4	4	-2.3	-14	2	-5	4	-4.9	3
> CCc1cccc(C)c1NC(=S)N1CCCCC1c1cccnc1 (configuration not stated)
  2	3	-3.5	-12	5	4	-4	-2.4	6
> CC(=O)ON1C(C)(C)Cc2noc(N)c2C1(C)C
  -5	3	0.9	1	-3	5	-5	0.3	2
> CCCCNc1nc(N)ncc1[N+](=O)[O-]
  3	4	-3.0	2	6	2	-2	-0.4	13
> O=C(Nc1ccccc1Cl)C1CCCN(S(=O)(=O)c2ccc(-n3cnnn3)cc2)C1 (configuration not stated)
  -5	-2	0.0	-22	-1	6	-17	-1.6	0
> Cc1c(C(=O)N2CCOCC2)c(S(=O)(=O)Nc2ccccc2)c(C)n1C
  -3	-1	-1.8	-7	7	10	-5	-0.2	3
> COc1ccc(C)cc1Cn1c(S(C)(=O)=O)nc2ccccc21
  -5	6	-3.6	-12	0	10	-25	-3.5	9
> CC1CCN(C(=O)COc2ccccc2F)CC1
  -1	7	0.1	-14	2	17	0	-1.6	2
> COc1ccc(N2CC(C(=O)N[C@H](C(=O)NC3CCCCC3)C(C)C)CC2=O)cc1 (some centres not stated)
  2	-1	-1.1	-20	1	/	-26	-1.4	-2
> Cc1cc(C)nc(N2CCN(c3nnnn3-c3ccccc3)CC2)n1
  1	0	-1.9	2	2	9	-1	-1.7	-8
> COc1ccc(S(=O)(=O)N2CCC(C(=O)N[C@H](C(=O)NCc3ccco3)C(C)C)CC2)cc1
  -12	10	2.0	-9	-2	/	-38	0.2	-4
> CN(C)C(=O)N1CCCC(C(=O)NCCc2ccccc2)C1 (configuration not stated)
  -5	-2	-0.2	-12	0	28	-1	-0.9	9
> Cn1nc(C(=O)Nc2sccc2C(N)=O)ccc1=O
  1	0	0.6	-2	-3	23	-4	-1.5	-1
> O=C(O)C1CCC(CNS(=O)(=O)c2ccccc2)CC1 (configuration not stated)
  2	2	-2.9	2	4	-1	-4	-2.5	13
> O=C(CSCc1ccc(Cl)cc1)NN=C1CCCCCC1
  14	3	-0.6	-7	-2	6	-18	-0.8	-8
> COc1ccc(C(=O)N/C(=C/c2cccnc2)C(=O)Nc2cccc(C(C)=O)c2)cc1OC
  0	0	-1.2	-16	7	-5	-15	-2.6	0
> CCN1CCN(C(=O)c2ccc(Sc3ccccc3Cl)c([N+](=O)[O-])c2)CC1
  2	-1	-3.5	-13	0	14	6	-1.6	-28
> Nc1nc(SCC(=O)N2CCCc3ccccc32)[nH]c(=O)c1-c1ccccc1
  0	3	-3.4	-7	-12	11	-10	-5.7	7

Structural class, the compounds so far with a thiophene ring, fused or not
Values in the order – M18AAP inhibitor	IDE act	VIM-2 inh	p-CIP stab down	IDE cell inh	SUMO HTRF inh	FID counter	IMP-1 inhibitor	HCV NS3 hel inh
> CCCc1cc(=O)n2[nH]c(NCc3cccs3)nc2n1
  -2	0	-2.3	-6	2	-2	2	-2.4	3
> Cn1nc(C(=O)Nc2sccc2C(N)=O)ccc1=O
  1	0	0.6	-2	-3	23	-4	-1.5	-1

Other entries follow:
Values in the order – M18AAP inhibitor	IDE act	VIM-2 inh	p-CIP stab down	IDE cell inh	SUMO HTRF inh	FID counter	IMP-1 inhibitor	HCV NS3 hel inh
> CCn1ncc(Br)c1C(=O)Nc1sc2c(c1C(=O)OC)CCC2
  0	1	-0.9	/	1	/	-3	-1.1	2
> O=C(O)CNS(=O)(=O)/C=C/c1ccccc1
  -12	2	0.6	-1	2	-7	0	-0.9	-15
> c1ccc(CSc2ncnc3c2sc2nc(N4CCOCC4)c4c(c23)CCCC4)cc1
  3	3	0.8	-2	2	-14	-2	0.8	0
> NC(=O)COC(=O)/C=C/c1ccc(S(=O)(=O)N2CCCCCC2)cc1
  -2	0	-2.3	8	3	-9	-13	-2.0	7
> CCOc1ccccc1Nc1nc2ccccc2[nH]1
  -9	0	-0.9	3	-1	-4	-3	-2.4	-6
> Cc1nc(NCC2CC2)c2nnn(Cc3ccccc3)c2n1
  2	0	-2.9	4	6	0	-9	-2.1	9
> Cc1csc(SCc2ccc(C(=O)O)cc2)n1
  5	-1	0.1	-5	1	14	-2	-0.4	3
> O=C1CCC[C@@H]2[C@H]3CCC[N+]4([O-])CCC[C@@H](CN12)[C@@H]34 (some centres not stated)
  7	-2	-0.8	-12	1	8	-8	-0.9	-3
> N#Cc1ccc(OCc2ccc(C(=O)O)o2)cc1
  -7	3	-1.6	-1	3	7	3	-2.0	-1
> COCCSc1ccccc1C(=O)Nc1nnc(C)s1
  -2	9	-1.1	-2	1	23	-4	-4.8	5
> CCCCc1nc2cc(C(=O)N3CCCC3)ccc2o1
  5	4	-0.8	5	3	-3	-16	-0.7	14
> Cc1oc(-c2ccc(Cl)cc2)nc1CN1CCCC(C(=O)N2CCN(C(=O)c3ccco3)CC2)C1 (configuration not stated)
  -14	2	-1.1	-16	-2	20	9	-1.5	-8
> Cc1ccc(CNC(=O)CCc2ccc(S(=O)(=O)NCC(C)C)cc2)cc1
  -5	0	-0.6	-23	-8	2	-25	-1.3	-5
> Cc1ccc2cccc(OCC(=O)N3CC(C)CC(C)C3)c2n1 (configuration not stated)
  13	3	2.2	7	5	2	-17	-0.4	-20

Given field by field: 4 of the compounds above.
SMILES: Cc1csc(SCc2ccc(C(=O)O)cc2)n1
  M18AAP inhibitor: 5; IDE act: -1; VIM-2 inh: 0.1; p-CIP stab down: -5; IDE cell inh: 1; SUMO HTRF inh: 14; FID counter: -2; IMP-1 inhibitor: -0.4; HCV NS3 hel inh: 3
SMILES: O=C1CCC[C@@H]2[C@H]3CCC[N+]4([O-])CCC[C@@H](CN12)[C@@H]34 (some centres not stated)
  M18AAP inhibitor: 7; IDE act: -2; VIM-2 inh: -0.8; p-CIP stab down: -12; IDE cell inh: 1; SUMO HTRF inh: 8; FID counter: -8; IMP-1 inhibitor: -0.9; HCV NS3 hel inh: -3
SMILES: N#Cc1ccc(OCc2ccc(C(=O)O)o2)cc1
  M18AAP inhibitor: -7; IDE act: 3; VIM-2 inh: -1.6; p-CIP stab down: -1; IDE cell inh: 3; SUMO HTRF inh: 7; FID counter: 3; IMP-1 inhibitor: -2.0; HCV NS3 hel inh: -1
SMILES: COCCSc1ccccc1C(=O)Nc1nnc(C)s1
  M18AAP inhibitor: -2; IDE act: 9; VIM-2 inh: -1.1; p-CIP stab down: -2; IDE cell inh: 1; SUMO HTRF inh: 23; FID counter: -4; IMP-1 inhibitor: -4.8; HCV NS3 hel inh: 5

Rows were taken by chance; overall some 3.6% were active at least once.
